Pin1 inhibitor – qHTS Assay to Find Inhibitors of Pin1; hit rate 0.009% among 390,000; Pin1 FP peptide displacement, HiFluor488, 10 min; Potency, µM (highest dose often 115 µM), inactives show at the highest dose activity, negative = inhibition, usual class: inhibitors; active = well fitted inhibition curve with a large enough effect in the polarisation, with a control signal flat, not every such curve was filed as active; inconclusive = small, poorly fitted or top-dose-only effect, or effect the other way, or a change in a side signal; inactive = no such curve, though single readings can be large or run the other way; the % refers to the polarisation; note: potency is the fitted concentration of half-maximal effect; % is set by controls: 0 for no effect and ±100 for the full control effect
Pol eta inh – qHTS for Inhibitors of Polymerase Eta; recombinant Pol eta, fluorescent DNA replication assay; DNA polymerase eta (Homo sapiens), Q9Y253; Potency, µM (doses to about 114 µM), without a hit: at the top dose activity change, negative = inhibition, usual class: inhibitors; hit rate 1.2% among 390,000; AID 588591, 2011; note: potency is the fitted concentration of half-maximal effect; % is set by controls: 0 for no effect and ±100 for the full control effect
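Pol eta at 10 nM preincubated with compounds 15 min at room temperature; reaction started with fluorescent substrate (50 nM final) and read kinetically at 0 and 10 min.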
HP1b chromo inh – HTS for Inhibitors of HP1-beta Chromodomain Interactions with Methylated Histone Tails. Potency, µM (series often up to 114 µM), without a hit: at the top dose activity change, negative = inhibition, most hits filed as inhibitors. hit rate 0.56% among 390,000. AID 540317, 2011. AlphaScreen HP1-beta / biotin-H3K9me3 peptide binding. Chromobox protein homolog 1 (Homo sapiens), P83916; note: potency is the fitted concentration of half-maximal effect; nearly all actives have a fitted effect of over 70% in size; inactives centre near 23
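HP1-beta protein (50 nM final) preincubated 30 min at room temperature with biotinylated H3(1-18)K9me3 peptide (50 nM) in PBS pH 7.4, 0.01% Tween-20, then compound added for 30 min. AlphaScreen streptavidin donor/nickel chelate acceptor beads (10 ug/mL final), 30 min dark, luminescence read.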
GLS inhibitor – qHTS for Inhibitors of Glutaminase (GLS); GLS enzymatic activity, qHTS titration; Potency, µM (top dose mostly 45.5 µM), without a hit: at the highest dose activity change, negative = inhibition, usual class: inhibitors; hit rate 0.21% among 410,000; note: potency is the fitted concentration of half-maximal effect; % is set by controls: 0 for no effect and ±100 for the full control effect
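Compounds were pin-transferred onto hKGA, after which L-glutamine (1 mM solution) and a detection mix of glutamate oxidase, HRP and Amplex Red were added. Initial and 30 min RT fluorescence reads were collected.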
PI4K2A inh – qHTS for small molecular inhibitors of PI4K2A. Phosphatidylinositol 4-kinase type 2-alpha (Homo sapiens), Q9BTU6. activity change, negative = inhibition, % at 76.9 µM. purified PI4K2A, ADP-Glo luminescence, 1 h; stronger effect = lower value. hit rate 0.13% among 420,000. AID 1346378, 2018; in the data active = activity change below about -50%; inconclusive = mostly about -30% to -49%;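 note: -100% = wells without enzyme as full effect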
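PI4K2A activity was measured by ADP-Glo luminescence: enzyme (4 ug/mL stock) and phosphatidylinositol (1.2 mM stock) in Tris pH 7.5/MgCl2/EGTA/Triton X-100 buffer were reacted with ATP (300 microM stock) for one hour at ambient temperature.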
G9a inh – qHTS Assay for Inhibitors of Histone Lysine Methyltransferase G9a | AID 504332, 2011 | Potency, µM (titrated, usually from 102 µM), inactives show top-dose activity, negative = inhibition, actives largely listed as inhibitors | G9a H3K9 monomethylation, AlphaScreen, 2 h | hit rate 8.8% among 350,000 | Histone-lysine N-methyltransferase EHMT2 (Homo sapiens), Q96KQ7; note: potency is the fitted concentration of half-maximal effect; % is set by controls: 0 for no effect and ±100 for the full control effect; nearly all actives have a fitted effect of over 75% in size
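AlphaScreen read-out: biotin-H3K9 peptide (500 nM) methylation by 20 nM enzyme with 20 uM SAM, 2 h at room temperature after 15 min compound preincubation; anti-monomethyl H3K9 antibody plus donor/acceptor beads, 10 min dark.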
JMJD2A Tudor inh – qHTS Assay for Inhibitors of JMJD2A-Tudor Domain; Lysine-specific demethylase 4A (Homo sapiens), O75164; AID 504339, 2011; hit rate 4.4% among 390,000; Potency, µM (doses to about 114 µM), without a hit: at the top dose activity change, negative = inhibition, actives largely listed as inhibitors; AlphaScreen JMJD2A-Tudor / H3K4me3 peptide binding; note: potency is the fitted concentration of half-maximal effect; % is set by controls: 0 for no effect and ±100 for the full control effect; nearly all actives have a fitted effect of over 50% in size
Target sequence (O75164 whole entry, looked up, the tested form may be a part): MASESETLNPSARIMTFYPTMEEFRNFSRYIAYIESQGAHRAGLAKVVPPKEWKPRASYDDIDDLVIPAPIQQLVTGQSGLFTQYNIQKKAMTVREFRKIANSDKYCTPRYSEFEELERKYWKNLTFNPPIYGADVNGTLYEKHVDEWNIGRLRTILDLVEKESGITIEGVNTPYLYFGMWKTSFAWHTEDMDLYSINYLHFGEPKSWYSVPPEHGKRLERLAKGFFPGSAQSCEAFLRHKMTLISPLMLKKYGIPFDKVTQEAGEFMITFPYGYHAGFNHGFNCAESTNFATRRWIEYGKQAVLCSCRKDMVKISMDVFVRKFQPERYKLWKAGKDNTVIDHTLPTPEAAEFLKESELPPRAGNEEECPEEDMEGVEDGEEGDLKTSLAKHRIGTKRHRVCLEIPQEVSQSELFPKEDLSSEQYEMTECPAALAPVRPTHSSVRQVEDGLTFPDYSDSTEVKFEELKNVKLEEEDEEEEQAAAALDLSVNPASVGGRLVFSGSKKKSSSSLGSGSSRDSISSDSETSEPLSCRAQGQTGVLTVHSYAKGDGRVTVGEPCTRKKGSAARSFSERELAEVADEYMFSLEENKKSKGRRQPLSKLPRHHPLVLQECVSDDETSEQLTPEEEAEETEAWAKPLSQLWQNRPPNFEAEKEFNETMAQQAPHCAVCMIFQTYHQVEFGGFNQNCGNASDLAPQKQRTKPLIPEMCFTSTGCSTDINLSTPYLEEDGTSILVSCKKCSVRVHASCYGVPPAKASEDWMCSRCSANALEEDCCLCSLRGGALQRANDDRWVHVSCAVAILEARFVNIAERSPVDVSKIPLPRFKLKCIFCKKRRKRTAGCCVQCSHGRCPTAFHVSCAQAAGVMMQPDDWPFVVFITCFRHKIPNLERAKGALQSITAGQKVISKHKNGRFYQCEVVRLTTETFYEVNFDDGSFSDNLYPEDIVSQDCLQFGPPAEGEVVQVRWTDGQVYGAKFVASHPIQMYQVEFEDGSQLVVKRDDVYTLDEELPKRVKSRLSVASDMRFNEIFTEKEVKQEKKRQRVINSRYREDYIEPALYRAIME
BAZ2B block – qHTS Assay for Inhibitors of BAZ2B; AlphaScreen BAZ2B-H3K14Ac peptide displacement; Potency, µM (titrated, usually from 114 µM), for inactives: top-dose activity change, negative = inhibition, actives largely listed as inhibitors; hit rate 4.4% among 360,000; Bromodomain adjacent to zinc finger domain protein 2B (Homo sapiens), Q9UIF8; note: potency is the fitted concentration of half-maximal effect; % is set by controls: 0 for no effect and ±100 for the full control effect; nearly all actives have a fitted effect of over 60% in size
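Protein-peptide AlphaScreen: BAZ2B 50 nM, b-H3K14Ac 50 nM, 1x PBS pH 7.4 + 0.01% Tween-20. Preincubation 30 min RT; cpd 30 min RT (top 110 uM); beads 20 min RT, light-protected.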
PGK inhibitor – qHTS Assay to Find Inhibitors of Phosphoglycerate Kinase | PGK/GAPDH coupled, Kinase-Glo luminescence, 60 min | Potency, µM (doses to about 57.5 µM), for inactives: at the highest dose activity change, negative = inhibition, most hits filed as inhibitors | hit rate 0.043% among 380,000; note: potency is the fitted concentration of half-maximal effect; % is set by controls: 0 for no effect and ±100 for the full control effect; nearly all actives have a fitted effect of over 60% in size
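Luminescent ATP detection (Kinase-Glo Plus) follows a 60-minute room-temperature incubation, with wells lacking PGK as controls. Buffer: 100 mM TEA (pH 7.6), 5 mM MgCl2, 0.01% Tween-20. Coupling enzyme GAPDH (100 nM final) supplies unstable 1,3-BPG in-well.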
* marks the source's active call; other numbers are inactive results; i = inactive; ? = inconclusive; nt = no result given; [ ] = remark or other dose. Unless noted, calls come from the whole dose curve; as a rule, active = well fitted curve in the direction sought with a large enough effect; inconclusive = small, poorly fitted or top-dose-only effect, or another doubt; inactive = no such curve, though single readings can be large; an effect the other way counts as inactive or inconclusive. Only part of the results is shown. The share of hits here may be higher or lower than overall.

No. | smiles | Pin1 inhibitor | Pol eta inh | HP1b chromo inh | GLS inhibitor | PI4K2A inh
1 | O=[N+]([O-])c1cnn(-c2nc(-c3ccccc3)cc(C(F)(F)F)n2)c1 | -3% | 13% | 37% | 12% | 0
2 | Cc1c(CNC2CCCCCC2)c(C(=O)O)c(C)n1Cc1ccc(F)cc1Cl | 0% | 5% | 41% | 17% | -1
3 | COc1cc(/C=C2/SC(=S)N(CC(=O)NNC(=O)c3ccc(F)cc3)C2=O)cc(OC)c1OC | nt | -10% | nt | 7% | -1
4 | Cc1sc(NC(=O)c2ccco2)c(CN2CCN(c3ccccc3)CC2)c1C | 1% | -3% | 4% | 9% | -4
5 | COc1ccc(N2CCN(C(=O)c3cccn4c(=O)c5ccccc5nc34)CC2)cc1 | -3% | -4% | 16% | 11% | -3
6 | CCCn1nnnc1NCc1ccc(OC)cc1OC | 5% | -6% | 48%[activator] | -5% | 3
7 | O=C(CNC(=O)c1ccco1)N/N=C/c1ccccc1[N+](=O)[O-] | 1% | -2% | 44%[activator] | -2% | 0
8 | COc1cccc(C(c2nnnn2Cc2ccc(F)cc2)N2CCC(C(N)=O)CC2)c1OC (stereo not given) | -5% | -6% | 17% | -2% | 11
9 | O=C(Nc1cccc2ccccc12)c1ccc(F)cc1 | -1% | -17% | 10%[57 µM] | -4% | 0
10 | CCN(C(=O)c1cc2c(=O)n(CC)c3ccccc3c2s1)c1cccc(C(F)(F)F)c1 | -20% | -25% | 48%[activator] | 2% | 1
11 | CN(C)S(=O)(=O)c1ccc(Cl)c(NC(=O)COC(=O)CC(NC(N)=O)c2ccc(Cl)cc2)c1 (stereo not given) | 2% | 22% | 61%[activator] | 8% | -4
12 | O=C1CCCc2[nH]c3cccc(/C(=C/c4ccccc4)c4ccccc4)c3c21 | -2% | 0% | 18% | -3% | -3

No. | G9a inh | JMJD2A Tudor inh | BAZ2B block | PGK inhibitor
1 | -34% | -11% | -27% | -4%
2 | -1%[59 µM] | -18% | -6% | -6%
3 | nt | nt | nt | 1%
4 | -26% | -26% | -26% | i
5 | -19%[59 µM] | -14% | -5% | 8%
6 | nt | -11% | 9% | 0%
7 | -30% | -9% | -27% | -5%
8 | -36%[12.7 µM] | ? | ? | 0%
9 | 2%[59 µM] | -15% | -19% | -6%
10 | 4%[59 µM] | -13% | -4% | i
11 | -28%[12.7 µM] | -18%[11.4 µM] | 2% | 4%
12 | -28% | -28% | -13% | -1%

Overlap with the part before: 2 compounds; new compounds follow.
No. | smiles | Pin1 inhibitor | Pol eta inh | HP1b chromo inh | GLS inhibitor | PI4K2A inh
11 | CN(C)S(=O)(=O)c1ccc(Cl)c(NC(=O)COC(=O)CC(NC(N)=O)c2ccc(Cl)cc2)c1 (stereo not given) | 2% | 22% | 61%[activator] | 8% | -4
12 | O=C1CCCc2[nH]c3cccc(/C(=C/c4ccccc4)c4ccccc4)c3c21 | -2% | 0% | 18% | -3% | -3
13 | CCOC(=O)c1ccc(CNC(=O)C2CCCCC2C(=O)OCC(F)(F)F)o1 (stereo not given) | -6% | -13% | 2% | -21% | -1
14 | CCOC(=O)c1c(C)[nH]c(C(=O)COC(=O)COc2ccc(OC)cc2)c1C | -4% | -21% | 29% | -7% | -5
15 | CCOc1ccc([C@@H]2CC=C(C(=O)O)[C@H](c3ccc(F)cc3)N2S(=O)(=O)c2ccc(C)cc2)cc1 | -4% | -4% | 29% | -11% | -5
16 | CSCCC(NC(=O)/C(=C/c1ccco1)NC(=O)c1ccc(Br)o1)C(=O)O (stereo not given) | -11% | ? | 39% | -6% | -4
17 | COC(=O)Nc1ccc(S(=O)(=O)N2CCN(CCN3C(=O)C4C5C=CC(C5)C4C3=O)CC2)cc1 (stereo not given) | 0% | -19% | 41%[activator] | -1% | 0
18 | CCN(CC)c1ccc(/C=N\NC(=O)c2cccc3cc[nH]c23)cc1 | 49%[activator] | -23% | 15% | -3% | 0
19 | O=C(COC(=O)c1ccc(Br)cc1)NC(=O)NCc1ccccc1 | 1% | -11% | 40% | -3% | -11
20 | COC(=O)c1nn(-c2cccc(C(F)(F)F)c2)ccc1=O | -3% | 7% | 42%[activator] | -1% | 3
21 | Cc1ccc(NC(=O)C2CCCN(S(=O)(=O)c3ccc4c(c3)CCCC(=O)N4)C2)cc1Cl (stereo not given) | 11% | -24% | 47%[activator] | 4% | -12
22 | O=C(c1cccs1)N1C[C@@H](O)[C@H](n2cc(C3CC3)nn2)C[C@@H]1c1ccccc1 | nt | -7% | nt | 3% | -3
23 | CN1CCc2c(sc(NC(=O)CSc3ccccc3)c2-c2nc3ccccc3s2)C1 | ? | -14% | 42%[activator] | 5% | -3
24 | COc1c(Cl)cc(C(=O)Nc2ccccc2-c2ccccc2)cc1Cl | 0% | -8% | 42% | 13% | 6

No. | G9a inh | JMJD2A Tudor inh | BAZ2B block | PGK inhibitor
11 | -28%[12.7 µM] | -18%[11.4 µM] | 2% | 4%
12 | -28% | -28% | -13% | -1%
13 | -4%[12.7 µM] | 6%[11.4 µM] | -9% | -12%
14 | 8%[59 µM] | -8% | -1% | 2%
15 | -9%[2.33 µM] | -13% | -4% | -5%
16 | ? | 2% | -13% | 1%
17 | ? | -7% | -2% | 4%
18 | 18%[12.7 µM] | -17% | -10% | -4%
19 | 5%[12.7 µM] | 2% | 0% | 9%
20 | 11% | -13% | -5% | 0%
21 | -5%[59 µM] | -1% | 7%[57.1 µM] | -4%
22 | nt | nt | nt | 4%
23 | -1%[59 µM] | 6% | 4% | -9%
24 | 1%[0.501 µM] | 20% | 18% | -1%

Further compounds:
No. | smiles | Pin1 inhibitor | Pol eta inh | HP1b chromo inh | GLS inhibitor | PI4K2A inh
25 | O=C(O)c1cn(-c2ccc(F)cc2)c(=O)c2ccccc12 | 1% | -18% | 33% | -1% | -1
26 | O=C(NCc1cccnc1)C(=O)NCC(c1cccnc1)N1CCN(c2ccccc2F)CC1 (stereo not given) | 1% | -6% | 5% | -1% | -5
27 | Oc1cc2ccccc2cc1-c1n[nH]c(=S)n1Cc1ccco1 | 0% | 12% | -8% | 2% | 0
28 | O=C(NNC(=S)NC(=O)C12CC3CC(CC(C3)C1)C2)c1ccncc1 | -10% | -5% | 12% | 24% | 5
29 | CCc1ccc(C2CC(c3cccc(Cl)c3)n3nc(N)nc3N2)cc1 (stereo not given) | 1% | -11% | 36% | 2% | -5
30 | CN(C(=O)c1cncc(Br)c1)c1c(N)n(Cc2ccccc2)c(=O)[nH]c1=O | 2% | 10% | 5% | -1% | -1
31 | Cc1ccc(NC(=O)CSc2nc3[nH]ncc3c(=O)[nH]2)cc1 | -3% | -4% | 16% | 5% | -6
32 | CN1C(=O)CC(N2CCN(c3ccc(Cl)c(Cl)c3)CC2)C1=O (stereo not given) | ? | 12% | 17% | 11% | 2
33 | O=C(CNc1cccc2ccccc12)N/N=C/c1ccc[nH]1 | 1% | -10% | 22% | -5% | 7
34 | Nc1ncc(Br)cc1S(=O)(=O)NCCC(=O)Nc1cccc(Cl)c1 | -10% | 3% | 19% | -5% | 0
35 | Cc1ccc(N2CCN(S(=O)(=O)N(C)C)CC2)c(C)c1 | -13% | -13% | 52%[activator] | 6% | 2
36 | COc1ccc(OC)c(S(=O)(=O)NC2CCCCC2)c1 | -5% | -13% | 21% | 2% | -4
37 | COC(=O)c1cccc(NC(=S)Nc2cccc(Cl)c2Cl)c1 | 2% | -23% | 11% | -23% | 6
38 | Clc1ccccc1OCc1nc(-c2ccccn2)no1 | -6% | -10% | 32% | 0% | 2
39 | COc1ccc(C(=O)NCC(c2ccc(N(C)C)cc2)N2CCc3ccccc32)cc1 (stereo not given) | 51%[activator] | -20% | 10µM* | 34%[activator] | -3

No. | G9a inh | JMJD2A Tudor inh | BAZ2B block | PGK inhibitor
25 | ? | -13% | -29% | i
26 | -26%[59 µM] | -17% | ? | 3%
27 | 1.6µM* | ? | ? | i
28 | 25%[59 µM] | -24% | 3% | nt
29 | 2% | -16% | -4% | -4%
30 | ? | -7% | 7% | -5%
31 | -5% | -13% | -15% | i
32 | -16%[12.7 µM] | -36% | 3% | -7%
33 | -6% | -17% | -4% | 1%
34 | -3% | -27% | 10% | i
35 | -30% | 3% | 3% | 11%
36 | -21%[59 µM] | -7% | -25% | -6%
37 | 5%[59 µM] | 10% | -2% | -4%
38 | 30%[59 µM] | -10% | -7% | -6%
39 | 10µM* | 7.1µM* | 8.9µM* | i

Arranged by value in G9a inh (rising): 4 from the list above.
item | molecule | G9a inh
35 | Cc1ccc(N2CCN(S(=O)(=O)N(C)C)CC2)c(C)c1 | -30%
33 | O=C(CNc1cccc2ccccc12)N/N=C/c1ccc[nH]1 | -6%
31 | Cc1ccc(NC(=O)CSc2nc3[nH]ncc3c(=O)[nH]2)cc1 | -5%
34 | Nc1ncc(Br)cc1S(=O)(=O)NCCC(=O)Nc1cccc(Cl)c1 | -3%
